# Screening data as filed in PubChem BioAssay.
# Abeta yeast res: restores growth of yeast expressing A-beta42 peptide; 410,000 compounds, 0.063% hits; Potency, µM (titrated, usually from 46.1 µM), for inactives: at the highest dose growth rescue, actives largely listed as activators; yeast expressing A-beta42, growth rescue, OD600, 48 h; response scale: 0% DMSO, 100% iron-clioquinol control; further: potency means the concentration at half of the fitted maximal effect; nearly all actives have a fitted effect of over 55% in size
#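 Yeast growth medium received pinned compounds, then yeast cells expressing toxic A-beta were added; plates incubated at 30 C for 48 hr. Growth read as absorbance at 600 nm, normalized to DMSO and equimolar FeCl3 plus clioquinol controls.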
# PLK1 PBD inh: blocks phosphopeptide binding to human PLK1 polo-box domain. P53350. Plk1 PBD binding of FITC phosphopeptide, fluorescence polarization. Potency, µM, for the others: max response, negative = inhibition, actives largely listed as inhibitors. 360,000 compounds, 2.8% hits. AID 720504; further: potency means the concentration at half of the fitted maximal effect; series mostly up to about 57 µM; on the % scale 0 is the no-effect control and ±100 the full control effect; nearly all actives have a fitted effect of over 65% in size
# PI5P4Ka inh: inhibitors of human PI5P4K alpha. P48426. PI5P4Kalpha enzyme, ADP-Glo luminescence, 60 min; hits give low values. max response, %. 330,000 compounds, 1.2% hits; active means max response of -50% or lower; inconclusive means between -30% and -50%; inactive means -30% or higher; further: value at the top dose of about 77 µM; on the % scale 0 is the no-effect control and ±100 the full control effect
#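 Compounds were pin-transferred onto PI5P4Kalpha and substrate in HEPES pH 7.4 buffer with EGTA, CHAPS and 5% DMSO. ATP (5 microM final) started the reaction, which ran 60 minutes at room temperature before ADP-Glo detection.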
# EPAC1 ag: agonists of human EPAC1; O95398; EPAC1 agonist qHTS, biochemical assay; response scale: 100% = response to 6.5 mM cAMP; Potency, µM (titrated, usually from 154 µM), for inactives: at the highest dose activation, hits mostly activators; 360,000 compounds, 0.073% hits; further: potency means the concentration at half of the fitted maximal effect; nearly all actives have a fitted effect of over 60% in size
# Target sequence (O95398 whole entry, looked up): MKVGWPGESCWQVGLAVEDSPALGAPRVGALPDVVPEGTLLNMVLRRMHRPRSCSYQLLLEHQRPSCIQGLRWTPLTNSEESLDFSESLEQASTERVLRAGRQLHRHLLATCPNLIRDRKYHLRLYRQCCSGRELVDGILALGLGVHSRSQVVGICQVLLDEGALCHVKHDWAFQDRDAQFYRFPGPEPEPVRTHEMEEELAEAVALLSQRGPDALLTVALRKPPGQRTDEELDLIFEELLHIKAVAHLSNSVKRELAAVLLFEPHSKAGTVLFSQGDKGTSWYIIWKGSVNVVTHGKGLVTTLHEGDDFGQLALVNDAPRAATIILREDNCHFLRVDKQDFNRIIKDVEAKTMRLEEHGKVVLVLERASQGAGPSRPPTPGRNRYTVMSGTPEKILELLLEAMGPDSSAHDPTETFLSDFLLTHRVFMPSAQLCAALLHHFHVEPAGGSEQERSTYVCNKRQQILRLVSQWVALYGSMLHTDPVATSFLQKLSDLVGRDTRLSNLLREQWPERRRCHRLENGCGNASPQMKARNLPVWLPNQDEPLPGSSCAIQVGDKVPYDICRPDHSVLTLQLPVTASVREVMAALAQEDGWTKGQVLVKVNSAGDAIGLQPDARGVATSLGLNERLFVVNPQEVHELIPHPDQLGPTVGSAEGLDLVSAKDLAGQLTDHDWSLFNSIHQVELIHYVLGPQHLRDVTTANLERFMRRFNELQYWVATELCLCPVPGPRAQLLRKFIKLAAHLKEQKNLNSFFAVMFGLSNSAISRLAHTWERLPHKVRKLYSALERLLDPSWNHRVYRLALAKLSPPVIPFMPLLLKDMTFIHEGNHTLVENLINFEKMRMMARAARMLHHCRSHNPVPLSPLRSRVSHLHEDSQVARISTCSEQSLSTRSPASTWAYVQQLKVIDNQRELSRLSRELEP
#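 EPAC1 100 nM, Rap1B–BODIPY-GDP 250 nM, unlabeled GDP 50 uM; compound titration; 5 min RT; kinetic read ex480/em540 at 5-min intervals ×30 min; data normalized to 6.5 mM cAMP agonist control.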
# FUS suppressor: rescues growth of FUS-expressing yeast | S. cerevisiae FUS-expressing, growth rescue, OD600, 24 h | Potency, µM (doses to about 76.6 µM), inactives show at the top dose growth rescue (activation), hits mostly activators | 390,000 compounds, 0.24% hits | AID 1347120;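 further: potency means the concentration at half of the fitted maximal effect; plate controls were DMSO vehicle for no effect and reference control for full effect; nearly all actives have a fitted effect of over 55% in size; some results filed as inactive show a strong effect at the top dose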
#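 Galactose (2%) drives FUS expression in yeast precultured in raffinose; seeding density OD 0.005. Test compounds incubated 24hr at 30C and 99% humidity before absorbance at 600 nm was measured.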
# IL2 activator: activates IL-2 in a cell-based reporter assay; 360,000 compounds, 0.065% hits; AID 652025; IL-2 activation reporter assay, cell-based qHTS; stimulated with anti-CD3/CD4/CD28 beads; in transgenic mouse T cells; activation, % (series mostly up to about 46 µM); in the data active means activation above about 50%; inconclusive means mostly about 30% to 49%; further: 0% is about no effect
#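 Readout is EGFP and DsRed signal by fluorescent plate cytometry after 18 h at 37 degrees C. Transgenic mouse T cells (750/well) received compound for 60 min before bead stimulation (anti-CD3, anti-CD4, anti-CD28); memory T cells served as non-tolerant control.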
# EPAC1 antag: EPAC1 (human) antagonism. Potency, µM (highest dose often 115 µM), for inactives: top-dose activity change, negative = inhibition, actives largely listed as inhibitors. EPAC1 GEF assay, Rap1b-BODIPY-GDP exchange fluorescence. O95398. 360,000 compounds, 0.14% hits;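 further: potency means the concentration at half of the fitted maximal effect; plate controls were vehicle for no effect and positive control for full effect; nearly all actives have a fitted effect of over 50% in size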
# WRN helicase inh: inhibitors of human WRN helicase. AID 651768. Potency, µM (top dose mostly 114 µM), without a hit: at the top dose activity change, negative = inhibition, hits mostly inhibitors. WRN helicase unwinding, fluorescent forked duplex, kinetic. 360,000 compounds, 0.46% hits. Q14191; further: potency means the concentration at half of the fitted maximal effect; on the % scale 0 is the no-effect control and ±100 the full control effect; nearly all actives have a fitted effect of over 55% in size
#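 Enzyme (20 nM final) and test compound sit together 15 min at room temperature before substrate addition. Substrate is a single-forked duplex oligonucleotide (100 nM) labelled with fluorophore and quencher, with 2 mM ATP; helicase unwinding raises red fluorescence, read kinetically.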
# An asterisk follows results filed as active; ? = inconclusive; · = not tested or not shown; [ ] = dose if it differs, or a comment. Unless noted, the call rests on the fitted dose curve; in most records, active means well fitted curve in the direction sought with a large enough effect; inconclusive means small, poorly fitted or top-dose-only effect, or another doubt; inactive means no such curve, though single readings can be large; an effect the other way counts as inactive or inconclusive.
SMILES,Abeta yeast res,PLK1 PBD inh,PI5P4Ka inh,EPAC1 ag,FUS suppressor,IL2 activator,EPAC1 antag,WRN helicase inh
O=C(O)CN1C(c2ccccc2)=Nc2ccc(Br)cc2C1c1ccccc1 (stereo unspecified),20%,-16%,-3,5%,-9%,1.4,13%,4%
CCCCNC(=O)COc1ccccc1C(=O)c1cc(C#N)c(=O)n(CCOC)c1,2%,-5%,6,-1%,·,1.0,-1%,-1%
CC1(C(=O)NS(=O)(=O)Cc2ccccc2)CCN1C(=O)C/C=C/c1ccccc1 (stereo unspecified),8%,-6%,9,6%,-1%,-0.1,6%,-7%
COc1cc(C(O)c2nc(-c3cc(F)cc(F)c3)cs2)ccc1F (stereo unspecified),?,0%,1,6%,11%,-0.6,-12%,-6%
O=C(c1ccncc1)c1ccc(N2CCN(C3CC(=O)N(Cc4cccs4)C3=O)CC2)cc1 (stereo unspecified),5%,0%,-6,-7%,41%,-0.2,-10%,-7%
CCN(CC)c1ccc(/C=C2\CCC(/C=C(/C#N)C(=O)Nc3ccccc3F)=C2N2CCOCC2)cc1,-5%,-9%,0,7%,-12%,0.9,47%[activator],-4%
C=C(C)c1cccc(C(C)(C)NC(=O)NCCN(CC)CC)c1,3%,-9%,8,5%,-30%,-0.1,12%,1%
CC(=O)c1c(C)[nH]c(C)c1C(C)=O,7%,-8%,·,8%,-1%,-2.9,24%,-2%
O=c1[nH]c(-c2ccccc2)cs1,-4%,-6%,3,3%,·,0.8,-13%,3%
O=C(CSc1nc(=O)n(CCCN2CCOCC2)c2c1CCC2)Nc1ccc(F)cc1,3%,0%,6,-5%,-22%,-3.9,3%,3%
COc1ccc(C(C(=O)NC2CCCC2)N(C(=O)c2snc(C(N)=O)c2N)c2cc(C)ccc2OC)cc1OC (stereo unspecified),7%,-1%,0,0%,43%,0.8,-11%,8%
C=CCn1c(CSc2nnc(-c3ccccc3)n2C)n[nH]c1=S,9%,-5%,0,2%,-9%,0.3,8%,-3%
O=C(CN1C2=NCCN2c2ccccc21)c1ccc(Br)cc1,15%,-6%,2,-1%,-5%,0.4,-2%,-21%
CC1CCC(NC(=O)COC(=O)CCC(=O)c2ccc(Cl)s2)CC1 (stereo unspecified),18%,-7%,3,-4%,13%,-0.2,-8%,-3%
COc1ccc(S(=O)(=O)/C(C#N)=C/Nc2cccc(F)c2)cc1,-8%,4%,8,0%,-11%,0.1,-6%,-11%
CC(C)(C)NC(=O)C(c1ccncc1)N(C(=O)CNC(=O)c1ccco1)c1ccc2c(c1)OCO2 (stereo unspecified),15%,-20%,0,-2%,7%,-2.5,1%,-3%
CCn1c(=O)n(CC)c2cc(N3CCCC3)c(NC(=O)c3cccc(C)c3)cc21,8%,-12%,-8,0%,31%,-0.9,-24%,9%
CC(=O)OC[C@@H]1CN(Cc2ccccc2)C[C@H](n2cnc3c(N4CCCC4)ncnc32)O1,-20%,-2%,2,-8%,7%,0.1,-15%,-9%
CCc1c(C)nc2ncnn2c1N1CCCC(C(=O)NCc2ccco2)C1 (stereo unspecified),8%,-4%,·,8%,18%,-1.8,4%,-7%
COC(=O)c1cc2ccccc2n1Cc1ccc(Cl)nc1,-10%,-11%,9,-1%,-24%,2.3,-7%,0%
Cc1sc2nc(CSCC(=O)Nc3ccc(OC(F)F)cc3)[nH]c(=O)c2c1C,5%,7%,-5,-8%,17%,0.4,-15%,-1%
Cc1cccc(CS(=O)(=O)c2ncc(Cl)c(C(=O)NCc3ccc4c(c3)OCO4)n2)c1,-15%,?,-9,-2%,-22%,-1.0,2%,-9%
COC(=O)c1cc(NC(=O)c2c(C)noc2C)ccc1N1CCOCC1,16%,-1%,-2,-6%,11%,-0.7,-4%,3%
CCN(CC)C(=O)c1nc(-c2cccc3ccccc23)no1,-15%,-8%,1,13%,16%,-4.2,-3%,-8%
Cc1cc(C)c(S(=O)(=O)N2CCN(C(=O)N3CCOCC3)CC2)c(C)c1,-3%,-4%,4,-5%,-12%,-0.4,6%,3%
O=C(O)c1ccccc1Nc1ccccc1C(=O)O,-13%,-8%,·,12%,22%,-2.3,9%,-4%
CC1CCN(C(=O)CN(c2ccccc2)S(=O)(=O)N(C)C)CC1,11%,-21%,3,13%,12%,1.4,20%,7%
COc1ccc(CCNC(=O)C2CC(c3ccc(C(F)(F)F)cc3)=NO2)cc1 (stereo unspecified),18%,5%,4,7%,18%,-0.2,1%,1%
O=CNc1cc(-c2cccc(O)c2)cn2c(-c3ccc(F)cc3)cnc12,-22%,-18%,-72*,-1%,-3%,-0.7,-2%,-15%
CC(C)(C)n1ncc2c(=O)n(CC(=O)N3CCCC3)cnc21,-10%,-4%,1,11%,1%,-0.1,-13%,-1%

# Some of these compounds in order of the PLK1 PBD inh value, low to high.
structure,PLK1 PBD inh,PI5P4Ka inh,EPAC1 antag,WRN helicase inh
CC(C)(C)NC(=O)C(c1ccncc1)N(C(=O)CNC(=O)c1ccco1)c1ccc2c(c1)OCO2 (stereo unspecified),-20%,0,1%,-3%
O=CNc1cc(-c2cccc(O)c2)cn2c(-c3ccc(F)cc3)cnc12,-18%,-72*,-2%,-15%
O=C(O)c1ccccc1Nc1ccccc1C(=O)O,-8%,·,9%,-4%

# Remaining list, next part.
SMILES,Abeta yeast res,PLK1 PBD inh,PI5P4Ka inh,EPAC1 ag,FUS suppressor,IL2 activator,EPAC1 antag,WRN helicase inh
Cc1ccsc1CN(C)C(=O)CN1C(=O)NC(c2ccccc2)(c2ccccc2)C1=O,13%,-2%,-2,22%,?,0.0,-6%,-1%
CC(C)N1CCCC(C)(C(=O)Nc2nc3ccccc3n2C)C1 (stereo unspecified),-2%,0%,-3,-5%,-15%,0.0,29%,-4%
CC(C[N+](C)(C)C)OC(=O)C1(c2ccccc2)CCCC1 (stereo unspecified),-7%,3%,0,-8%,16%,0.4,11%,3%
C/C(Sc1nnc(Cc2ccccc2)o1)=C(/O)c1ccccc1,5%,-6%,·,-12%,15%,0.0,0%,8%
C/C(Cc1ccccc1)=N\NC(=O)CNC(=O)c1ccc(Br)cc1,-12%,27µM*,-9,1%,8%,-1.9,5%,-3%
COc1ccc(/C=C/C(=O)NCc2nc3ccccc3[nH]2)cc1OC,3%,-11%,1,15%,18%,-2.0,0%,-17%[57.1 µM]
COC(=O)Nc1ccc(Oc2ccccc2)cc1,11%,2%,·,3%,18%,0.6,4%,-2%
NC(=O)NC(=O)CSc1nnc(-c2ccc(Cl)cc2)n1CC1CCCO1 (stereo unspecified),-7%,-7%,8,-6%,-29%,2.1,-2%,6%
COc1ccccc1NC(=O)NNC(=O)c1ccc2ccccc2c1O,15%,2%,0,-5%,22%,-0.7,-20%,-3%
Cc1ccccc1Oc1ncnc2oc(-c3ccccc3)cc12,-6%[9.22 µM],1%,-1,24%,-24%,-4.0,-19%,-32%
Cc1noc(C)c1NC(=O)Nc1ccc2c(c1)C(=O)N([C@H](C)CO)C[C@H](C)[C@@H](CN(C)S(=O)(=O)c1c(C)noc1C)O2,4%,-16%,2,-2%,7%,-0.2,-6%,1%
Cc1ccc(-c2cc(-c3ccco3)c3c(N)c(C(=O)NN)oc3n2)cc1,0%,2%,?,-4%,29%,12,-10%,-14%
O=C(O)CSCNC(=O)CC12CC3CC(CC(C3)C1)C2,7%,?,-3,2%,3%,-2.2,4%,11%
C/C(=C/C(=O)N1CCN(C)CC1)C(=O)O,-5%,8%,-3,-3%,-11%,-0.4,4%,1%
Cc1cc(C)n(-c2ccc(C(=O)Nc3nc4ccccc4s3)cc2)n1,-3%,0%,-4,-5%,21%,-1.0,9%,-3%
O=C(NC1CC1)c1ccc2c(c1)C1C3CCC(C3)C1C(c1ccccc1)N2 (stereo unspecified),0%,?,1,12%,·,-1.4,-20%,-6%
COc1ccc(C2=Nn3c(nnc3C(F)(F)F)SC2)cc1,-18%,?,4,0%,-10%,-0.7,-2%,-1%
CC1CN(CCCCOc2ccc(F)cc2)CC(C)O1 (stereo unspecified),7%,-12%,-3,4%,17%,-0.3,-11%,-10%
Cc1cccc(NC(=O)c2sc(Cl)nc2C)c1C,9%,-2%,-3,-7%,·,-3.1,7%,8%
Cc1ccccc1-n1nnnc1SCC(=O)N(C)C1CCS(=O)(=O)C1 (stereo unspecified),3%,-1%,2,0%,12%,1.1,-8%,-2%
CC(C)(C)c1ccc(OCCC(=O)OCC(=O)NC2CCS(=O)(=O)C2)cc1 (stereo unspecified),5%,2%,-6,-6%,-1%,-3.8,8%,5%
CCOc1cc(C2C3=C(CCCC3=O)NC3=C2C(=O)CCC3)cc(Cl)c1O,12%,-2%,-2,4%,-9%,-0.3,?,3%[57.1 µM]
COc1ccc(N2CC(C(=O)Nc3ccccc3C(=O)NC3CC3)CC2=O)cc1 (stereo unspecified),-6%,5%,-2,1%,-5%,-0.5,1%,6%[57.1 µM]
COc1ccc(C(NC(=O)C(C)C)c2c(O)ccc3ccccc23)cc1 (stereo unspecified),-2%,-1%,3,8%,-5%,3.0,-4%,1%
Cc1cc(C)cc(CC(=O)N2CCC2(C)C(=O)NS(=O)(=O)c2ccc(C#N)cc2)c1 (stereo unspecified),-13%,-12%,-13,-1%,-19%,-0.1,-13%,-3%
CCN(CC)C(=O)CSc1nc(O)cc(=O)n1-c1ccccc1OC,-23%,-9%,·,4%,?,-0.9,6%,-3%
CCCCOC(=O)Cn1c(=N)n(CCN2CCOCC2)c2ccccc21,0%,4%,0,-4%,·,-0.1,-5%,3%
CC1(C)C(C=C(Cl)Cl)C1C(=O)NC(O)C(=O)c1ccccc1 (stereo unspecified),-11%,3%,3,-6%,6%,0.6,-5%,-5%
CN(C)CCNc1ncnc2c1ncn2[C@H]1CN(CCc2ccccc2)C[C@@H](CO)O1,21%,2%,-2,-5%,-19%,-0.5,21%,5%
Cc1cccc(OC(C)C(=O)NC2CCS(=O)(=O)C2)c1C (stereo unspecified),3%,-1%,4,-8%,-3%,0.1,-4%,-5%
Cc1noc(C)c1CSc1nc2sc(C)c(C)c2c(=O)n1-c1ccccc1,4%,-3%,14,-14%,17%,-1.0,13%,-5%

# Two entries drawn at random from the list so far:
SMILES,Abeta yeast res,PLK1 PBD inh,PI5P4Ka inh,EPAC1 ag,FUS suppressor,IL2 activator,EPAC1 antag,WRN helicase inh
Cc1cccc(OC(C)C(=O)NC2CCS(=O)(=O)C2)c1C (stereo unspecified),3%,-1%,4,-8%,-3%,0.1,-4%,-5%
COc1ccc(C2=Nn3c(nnc3C(F)(F)F)SC2)cc1,-18%,?,4,0%,-10%,-0.7,-2%,-1%
